# Screens as filed in PubChem BioAssay.
# PI5P4K alpha inh: PI5P4K alpha (human) kinase inhibition | P48426 | PI5P4Kalpha enzyme, ADP-Glo luminescence, 60 min; stronger effect = lower value | max response, % | 1.2% of 330,000 active; active = max response of -50% or lower; inconclusive = between -30% and -50%; inactive = -30% or higher; note: value at the top dose of about 77 µM; % is set by controls: 0 for no effect and ±100 for the full control effect
#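 Enzyme plus substrate dispensed, test compounds pinned in, then ATP (5 microM final) added. After 60 min at RT, ADP-Glo reagent 1 for 45 min and reagent 2 for 30 min preceded luminescence imaging.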
# GLP1R inv ag: inverse agonists of human GLP-1 receptor. P43220. HEK293 GLP-1R CRE-luciferase, luminescence, 24 h; GLP-1R form is constitutively active. 1.6% of 410,000 active. Potency, µM (top dose mostly 38.3 µM), for the others: top-dose activity change, negative = inhibition, hits mostly inhibitors; note: potency is the fitted concentration of half-maximal effect; % is set by controls: 0 for no effect and ±100 for the full control effect; nearly all actives have a fitted effect of over 55% in size
# Target sequence (P43220 whole entry, looked up): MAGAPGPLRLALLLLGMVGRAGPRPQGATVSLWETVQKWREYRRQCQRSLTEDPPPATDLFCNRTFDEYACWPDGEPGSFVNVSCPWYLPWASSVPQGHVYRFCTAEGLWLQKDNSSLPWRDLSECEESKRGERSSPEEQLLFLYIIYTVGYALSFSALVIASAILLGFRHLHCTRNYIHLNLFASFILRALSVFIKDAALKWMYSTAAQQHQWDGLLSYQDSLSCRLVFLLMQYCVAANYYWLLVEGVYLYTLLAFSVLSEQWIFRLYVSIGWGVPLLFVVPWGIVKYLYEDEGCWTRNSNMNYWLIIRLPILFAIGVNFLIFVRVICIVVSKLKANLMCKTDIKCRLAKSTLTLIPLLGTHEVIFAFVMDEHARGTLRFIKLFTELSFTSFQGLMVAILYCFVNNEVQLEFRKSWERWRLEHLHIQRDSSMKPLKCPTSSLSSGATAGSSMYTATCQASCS
#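 Constitutively active GLP-1R drives a cAMP-responsive luciferase in stably transfected HEK293 cells; test compounds are added after overnight (12 h) attachment and left 24 hr, and signal loss in luminescence marks inhibition.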
# EPAC1 agonist: EPAC1 (human) agonism | O95398 | EPAC1 agonist qHTS, biochemical assay; response scale: 100% = response to 6.5 mM cAMP | Potency, µM (titrated, usually from 154 µM), without a hit: top-dose activation, actives largely listed as activators | 0.073% of 360,000 active | AID 720707; note: potency is the fitted concentration of half-maximal effect; nearly all actives have a fitted effect of over 60% in size
#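 EPAC1 100 nM, Rap1B–BODIPY-GDP 250 nM, unlabeled GDP 50 uM; compound titration; 5 min RT; kinetic read ex480/em540 at 5-min intervals ×30 min; data normalized to 6.5 mM cAMP agonist control.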
# PTHR1 ag: activates the human parathyroid hormone receptor PTHR1 | Q03431 | HEK293 GP2 PTHR1 cells, GloSensor cAMP luminescence, 1 h | Potency, µM (series often up to 115 µM), for the others: at the top dose activation, usual class: activators | 0.075% of 410,000 active; note: potency is the fitted concentration of half-maximal effect; nearly all actives have a fitted effect of over 55% in size; some results filed as inactive show a strong effect at the top dose; inactives centre near -15; many of its hits are not listed in these tables
# Target sequence (Q03431 whole entry, looked up): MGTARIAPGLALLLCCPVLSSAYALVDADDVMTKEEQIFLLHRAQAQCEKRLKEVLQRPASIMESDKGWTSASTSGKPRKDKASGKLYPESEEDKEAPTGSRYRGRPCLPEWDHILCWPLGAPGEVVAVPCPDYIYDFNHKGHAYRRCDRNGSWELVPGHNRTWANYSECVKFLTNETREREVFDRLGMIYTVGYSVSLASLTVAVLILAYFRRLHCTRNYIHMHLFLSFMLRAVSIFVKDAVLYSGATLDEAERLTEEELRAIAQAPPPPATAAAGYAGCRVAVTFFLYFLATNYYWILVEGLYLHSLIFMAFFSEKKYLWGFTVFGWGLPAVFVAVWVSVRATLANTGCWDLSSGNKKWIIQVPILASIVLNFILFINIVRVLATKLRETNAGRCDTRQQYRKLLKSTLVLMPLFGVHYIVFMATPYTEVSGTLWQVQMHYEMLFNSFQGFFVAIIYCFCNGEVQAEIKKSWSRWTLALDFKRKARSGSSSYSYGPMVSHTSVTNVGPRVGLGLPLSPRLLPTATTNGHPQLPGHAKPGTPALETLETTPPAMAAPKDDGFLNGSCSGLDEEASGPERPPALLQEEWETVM
#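 HEK-293-derived GP2 cells expressing PTHR1 and a GloSensor cAMP reporter, 3,000/well, plated overnight, given luciferin plus IBMX (each 0.5 mM as added) for 1 h at 37 °C, then compound for 1 h at 37 °C. Luminescence was read after 15 min at room temperature.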
# GLP1R cytotox: cytotoxicity in counter-screen for GLP-1R inverse agonists | Potency, µM (titrated, usually from 38.3 µM), for the others: at the highest dose activity change, negative = inhibition, usual class: inhibitors | AID 624418 | 0.13% of 410,000 active | HEK293 cAMP-luciferase reporter cells, luminescence, 24 h;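 note: loss of luciferase light is scored as toxicity; potency is the fitted concentration of half-maximal effect; % is set by controls: 0 for no effect and ±100 for the full control effect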
#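 Seeding density was 200 cells/uL; after overnight-length (12 h) culture, 23 nL compounds went on for 24 h at 37 °C. Readout used a luciferase detection reagent, luminescence taken after 12 min at room temperature.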
# GLP-1R agonist: GLP-1 receptor (human) agonism; P43220; HEK293 GLP-1R CRE-luciferase, luminescence, 4-6 h; cells express a hypersensitive GLP-1R form; Potency, µM (highest dose often 45.6 µM), inactives show at the top dose activation, usual class: activators; 0.007% of 380,000 active; note: potency is the fitted concentration of half-maximal effect; % of control where 0% means no effect
# PLK1 PBD inh: blocks phosphopeptide binding to human PLK1 polo-box domain; Plk1 PBD binding of FITC phosphopeptide, fluorescence polarization; Potency, µM, for inactives: max response, negative = inhibition, usual class: inhibitors; 2.8% of 360,000 active; note: potency is the fitted concentration of half-maximal effect; series mostly up to about 57 µM; % is set by controls: 0 for no effect and ±100 for the full control effect; nearly all actives have a fitted effect of over 65% in size
# IL2 activator: activators of IL-2 | IL-2 activation reporter assay, cell-based qHTS; stimulated with anti-CD3/CD4/CD28 beads; in transgenic mouse T cells | activation, % (series mostly up to about 46 µM) | 0.065% of 360,000 active | AID 652025; in the data active = activation above about 50%; inconclusive = mostly about 30% to 49%; note: 0% is about no effect
#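 Unstimulated transgenic mouse T cells preincubated 60 min with compound, then stimulated with anti-CD3/anti-CD4-coated beads plus anti-CD28 for 18 h at 37 degrees C. IL-2 response read as EGFP and DsRed fluorescence by plate cytometry.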
# EPAC1 antagonist: blocks human EPAC1 exchange factor; EPAC1 GEF assay, Rap1b-BODIPY-GDP exchange fluorescence; O95398; Potency, µM (top dose mostly 115 µM), without a hit: at the highest dose activity change, negative = inhibition, most hits filed as inhibitors; 0.14% of 360,000 active; AID 720709;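 note: potency is the fitted concentration of half-maximal effect; plate controls were vehicle for no effect and positive control for full effect; nearly all actives have a fitted effect of over 50% in size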
# An asterisk follows results filed as active; i = inactive; ? = inconclusive; . = no result given; [ ] = remark or other dose. Unless noted, calls come from the whole dose curve; as a rule, active = well fitted curve in the direction sought with a large enough effect; inconclusive = small, poorly fitted or top-dose-only effect, or another doubt; inactive = no such curve, though single readings can be large; an effect the other way counts as inactive or inconclusive. The list is partial, so the mix of outcomes need not match the whole.
SMILES,PI5P4K alpha inh,GLP1R inv ag,EPAC1 agonist,PTHR1 ag,GLP1R cytotox,GLP-1R agonist,PLK1 PBD inh,IL2 activator,EPAC1 antagonist
CCC1(C)Cc2c(C#N)c(N)n(N)c(=S)c2CO1 (stereo not drawn),-7,36%[activator],5%,i,96%[activator],4%,27µM*,-1.8,-1%
OCCCNc1nccc(-c2cc(Nc3cccc(Cl)c3)ncn2)n1,.,?,-25%,i,?,-16%,-7%,-0.6,-1%
COC(CNC(=O)c1cc(-c2ccncc2)nc2ccc(S(=O)(=O)N3CCOCC3)cc12)OC,0,20%,-10%,i,4%,9%,-11%,-0.3,-4%
CC(C)N1CC(C(=O)Nc2ccc(S(=O)(=O)N3CCCCC3)cc2)CC1=O (stereo not drawn),2,-22%,2%,-3%,?,3%,-6%,-1.8,-4%
Cc1cc(-n2c(=O)c(C#N)cc3c(=O)n4ccccc4nc32)no1,-25,16%,-10%,i,.,4%,-10%,-0.2,-1%
COC(=O)c1ccc2[nH]ccc2c1,-2,6%,-17%,-41%[inhibitor],3%,11%,5%,0.0,2%
COc1ccc(C)cc1NC(=O)CSc1nc(SC)ns1,1,?,-3%,4%[57.5 µM],4%,-5%,?,-0.5,-9%
COc1ccc(-c2nnc(SCC(=O)Nc3nc4ccccc4s3)n2C)cc1,2,-14%,13%,i,1%,-6%,-9%,0.3,?
CCC1CCCCN1S(=O)(=O)c1ccc(NC(=O)c2snnc2C)cc1 (stereo not drawn),1,?,2%,-33%,-14%,8%,-28%,3.3,-11%
COC(C[C@@H](O)[C@@H](C)[C@H](O)COCc1ccccc1)OC,-1,11%,12%,-9%,4%,3%,-5%,0.3,-7%
CCN(CC(=O)Nc1cc(Cl)ccc1C)C(=O)C1COc2ccccc2O1 (stereo not drawn),-9,?,-12%,-11%,1%,0%,-8%,1.3,-15%
N#Cc1c(N)sc2c1CCN(CCc1ccccc1)C2,-15,2%,1%,-3%[57.5 µM],52%[activator],-7%,-13%,-1.8,1%
COc1ccc(NC(=S)N(CCN(C)C)C(C)c2ccco2)cc1Cl (stereo not drawn),-1,?,-7%,-52%[inhibitor],-17%,-29%,24µM*,0.5,-12%
Cc1ccc(C)c(Cn2c(O)c(N=NC(=S)Nc3ccccc3F)c3ccccc32)c1,-24,-17%,1%,-5%,7%,2%,24µM*,-1.1,-20%
COc1ccc(-c2cc(-c3nnc(COC(=O)C4CC4)o3)c3ccccc3n2)cc1OC,9,0%,6%,i,103%[activator],8%,-16%,-0.8,-5%

# 12 structures from above, ordered by count of non-hydrogen atoms, rising:
SMILES,PI5P4K alpha inh,GLP1R inv ag,EPAC1 agonist,PTHR1 ag,GLP1R cytotox,GLP-1R agonist,PLK1 PBD inh,IL2 activator,EPAC1 antagonist
COC(=O)c1ccc2[nH]ccc2c1,-2,6%,-17%,-41%[inhibitor],3%,11%,5%,0.0,2%
CCC1(C)Cc2c(C#N)c(N)n(N)c(=S)c2CO1 (stereo not drawn),-7,36%[activator],5%,i,96%[activator],4%,27µM*,-1.8,-1%
N#Cc1c(N)sc2c1CCN(CCc1ccccc1)C2,-15,2%,1%,-3%[57.5 µM],52%[activator],-7%,-13%,-1.8,1%
COC(C[C@@H](O)[C@@H](C)[C@H](O)COCc1ccccc1)OC,-1,11%,12%,-9%,4%,3%,-5%,0.3,-7%
Cc1cc(-n2c(=O)c(C#N)cc3c(=O)n4ccccc4nc32)no1,-25,16%,-10%,i,.,4%,-10%,-0.2,-1%
OCCCNc1nccc(-c2cc(Nc3cccc(Cl)c3)ncn2)n1,.,?,-25%,i,?,-16%,-7%,-0.6,-1%
CCC1CCCCN1S(=O)(=O)c1ccc(NC(=O)c2snnc2C)cc1 (stereo not drawn),1,?,2%,-33%,-14%,8%,-28%,3.3,-11%
CCN(CC(=O)Nc1cc(Cl)ccc1C)C(=O)C1COc2ccccc2O1 (stereo not drawn),-9,?,-12%,-11%,1%,0%,-8%,1.3,-15%
COc1ccc(-c2nnc(SCC(=O)Nc3nc4ccccc4s3)n2C)cc1,2,-14%,13%,i,1%,-6%,-9%,0.3,?
Cc1ccc(C)c(Cn2c(O)c(N=NC(=S)Nc3ccccc3F)c3ccccc32)c1,-24,-17%,1%,-5%,7%,2%,24µM*,-1.1,-20%
COc1ccc(-c2cc(-c3nnc(COC(=O)C4CC4)o3)c3ccccc3n2)cc1OC,9,0%,6%,i,103%[activator],8%,-16%,-0.8,-5%
COC(CNC(=O)c1cc(-c2ccncc2)nc2ccc(S(=O)(=O)N3CCOCC3)cc12)OC,0,20%,-10%,i,4%,9%,-11%,-0.3,-4%

# Carrying on.
SMILES,PI5P4K alpha inh,GLP1R inv ag,EPAC1 agonist,PTHR1 ag,GLP1R cytotox,GLP-1R agonist,PLK1 PBD inh,IL2 activator,EPAC1 antagonist
Cc1c(C(=O)N/N=C/c2ccncc2)no[n+]1[O-],-5,7%,-6%,-10%,1%,-4%,-2%,2.3,1%
O=C(Cc1ccccc1[N+](=O)[O-])NNC(=O)c1cccs1,-4,14%,-3%,i,8%,-3%,5%,-0.3,-2%
CCc1nc2c(OCc3ccccc3C)cccn2c1N(C)C(=O)c1ccc(C)cc1,1,-44%,21%,i,2%,14%,-9%,0.5,-27%
COc1cc2c(cc1OC)C(C)N(C(=O)Cn1ncc3c1-c1ccccc1OC3)CC2 (stereo not drawn),-3,2%,7%,i,0%,18%,-11%,-3.0,-18%
CCOC(=O)c1c(NS(=O)(=O)c2ccc(Br)cc2)sc2c1CCC2,-55*,?,4%,-19%[57.5 µM],-9%,-10%,21µM*,0.3,7%
COc1ccc(CN2CCCC(C(=O)N(C)Cc3ccccc3)C2)cc1OC (stereo not drawn),2,-2%,7%,i,-2%,-1%,-3%,0.0,-11%
N/C(Cc1cccc2ccccc12)=N\O,-1,5%,-4%,i,3%,-6%,-4%,1.4,-12%
C=CCNC(=S)Nc1ccc(F)cc1F,-5,-11%,6%,-25%,11%,-9%,-8%,-1.5,-13%
N#Cc1ccc(NC(=S)Nc2ccccc2)cc1,6,1%,-3%,-5%,0%,-1%,-20%,0.2,5%
O=C(CN1CCN(S(=O)(=O)c2ccc(Cl)c(Cl)c2)CC1)N1CCCC1,-2,-19%,-3%,-9%,-19%,-7%,-6%,-1.3,3%
O=c1sc2ccccc2n1CCOc1ccccc1,14,?,20%,-10%[57.5 µM],5%,7%,0%,0.1,0%
O=[N+]([O-])c1cc(/C=N/OCc2c(Cl)cccc2Cl)ccc1N1CCOCC1,.,0%,3%,-9%[57.5 µM],-4%,30%,-9%,0.2,-7%
COc1ccc(C(c2nnnn2C2CCCC2)N2CCN(C3CCCC3)CC2)cc1OC (stereo not drawn),16,1%,4%,i,-2%,7%,-6%,-4.4,-8%
CC(C)[C@H](NC(=O)OC(C)(C)C)c1cc(C(=O)NCCc2c[nH]c3ccccc23)c(N)s1,?,-23%,-19%,-7%,-2%,.,-11%,-0.5,-19%
Cc1cc(Cl)c(OCCCn2ccnc2)c(Br)c1,0,-20%,0%,-61%[inhibitor],?,28%,-6%,1.5,-3%
Cc1ccc(S(=O)(=O)NCc2cc(=O)n(C)c(=O)n2C)cc1C,-1,19%,-2%,i,-1%,-2%,2%,-2.1,11%
CC1CC(C)(C)NC(=S)N1CCCC(=O)Nc1ccc(Cl)cc1 (stereo not drawn),-1,-26%,5%,i,-8%,8%,-10%,-2.2,-10%
CC(=O)NCC(=O)OC(C)C(=O)Nc1ccc(C(C)=O)cc1 (stereo not drawn),8,2%,4%,?,5%,7%,-21%,-0.4,-3%
CCOc1cc(CNCC2CCCN2CC)cc(Cl)c1OC (stereo not drawn),-2,5%,20%,i,-9%,7%,-8%,-2.4,3%
Cc1c(NC(=O)c2cccs2)cccc1[N+](=O)[O-],-4,1%,6%,-3%,-11%,9%,-17%,-1.1,-7%
CCc1n[nH]c2c1/C(=N\O)CC(C)(C)C2,-6,0%,3%,i,0%,-2%,1%,-2.5,4%
COC(=O)c1c(NC(=S)NC(=O)c2ccco2)sc2c1CCCC2,1,14%,5%,-24%,16%,0%,-14%,-3.5,-20%
CCOC(=O)c1cnc(-c2ccccc2)nc1C(F)(F)F,15,-10%,2%,i,9%,0%,-1%,4.3,-13%
COc1cc(C(O)c2nc(-c3ccc(F)cc3OC)cs2)ccc1F (stereo not drawn),15,?,1%,-13%,2%,11%,-8%,-0.7,-18%
Cc1cc(F)ccc1C(O)c1ncc(-c2ccccc2F)[nH]1 (stereo not drawn),10,-12%,5%,i,-3%,-6%,-2%,0.4,-22%
COc1ccc(NC(C)=O)cc1CP(=O)(c1ccccc1)c1ccccc1,4,-1%,1%,-9%,1%,5%,-2%,-3.3,9%
CCSc1ncc(/C=N/Nc2ccc(F)cc2)n1C,-5,?,12%,-18%[57.5 µM],-29%,-2%,-15%,0.5,7%
O=C1COc2ccc(C(=O)COC(=O)c3ccc(S(=O)(=O)C(F)F)cc3)cc2N1,-2,-29%,-3%,-13%,-10%,11%,-3%,-2.2,-6%
CC1CC(C)CN(CCOCCSc2ccc(Cl)cc2)C1 (stereo not drawn),0,?,5%,-6%,?,-5%,3%,-3.8,-11%
CC(=O)NS(=O)(=O)c1ccc(Nc2ccc([N+](=O)[O-])c3nonc23)cc1,?,1%,-10%,-20%,-1%,-2%,7%,-0.7,-24%
N=c1c[n+](-c2ccc(Cl)cc2)[n-]o1,3,3%,-10%,i,8%,5%,-18%,-0.1,-3%
COc1ccc(Cn2c(=O)cc(N)n(-c3ccccc3C)c2=O)cc1,-1,?,8%,-25%,?,8%,-3%,0.9,-10%
CCn1cc(/C=N/NS(=O)(=O)c2ccc(C)cc2)c(C)n1,5,-3%,-6%,0%,10%,0%,-11%,-3.4,-20%
CC(NC(=O)c1ccco1)C(=O)OCC(=O)c1ccc(Cl)s1 (stereo not drawn),-18,-1%,0%,i,-1%,11%,-12%,-0.4,12%
